Screens as filed in PubChem BioAssay.
CAL PDZ FP-1 – blocks peptide binding to human CAL PDZ domain | 330,000 compounds, 0.02% hits | purified CAL PDZ, TMR-peptide fluorescence polarization, 1 h | inhibition, % at 20 µM | AID 504414;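 active means highest replicate inhibition of at least 40%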;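 further: plate controls were DMSO neutral control wells for no effect and unlabeled competitor peptide control wells for full effect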
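System: purified tagged CAL PDZ domain construct (CerCALP). Schedule: 1 h incubation at room temperature before polarization reading. Medium: 25 mM sodium phosphate pH 7.4, 150 mM NaCl, TCEP, IgG, Thesit. Read-out: percent inhibition from loss of millipolarization. Measured by: FP readout, S and P plane fluorescence. Probe or stimulus: fluorescent TMR peptide probe.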
CAL PDZ FP-2 – inhibitors of human CAL PDZ peptide binding; Q9HD26; 300,000 compounds, 0.92% hits; AID 602252; inhibition, % at 24.9 µM; purified CAL PDZ, TMR-peptide fluorescence polarization, 1 h;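 active means mean inhibition of at least 30% with at least half of replicates also reaching 30%; inconclusive means no clear call, values can overlap the other calls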;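 further: 0% = DMSO neutral control and 100% = excess unlabeled competitor peptide PRC23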
PfHsp90 set2 – growth inhibition of yeast expressing Plasmodium Hsp90. S. cerevisiae expressing PfHsp90, BacTiter-Glo ATP, 48 h; yeast lacking PDR1 and PDR3 efflux regulators. inhibition, % at 9.4 µM. 310,000 compounds, 0.32% hits. AID 504621;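 active means every replicate shows inhibition above about 80%, whatever the replicate mean, limit read from the data; inconclusive means mean inhibition reaches the set limit but some replicate falls short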;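 further: 0% = DMSO neutral controls and 100% = 20 µM radicicol positive controls; yeast relying on Plasmodium falciparum Hsp90 in place of its own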
MITF act – MITF TRPM1 promoter activation in melanoma cells. SK-MEL-5 TRPM1-promoter luciferase, 24 h; % of positive control, neutral wells = 0. activation, % at 12.5 µM. 300,000 compounds, 0.75% hits;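 active means mean activation of at least 80% with every replicate also reaching 80%; inconclusive means mean reaches 80% but some replicate falls short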;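 further: 0% = neutral control wells and 100% = parthenolide positive control wells; values of inactives mirror those of a sister screen read the other way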
SR-BI DiI-HDL act – activators of SR-BI mediated HDL lipid uptake; AID 504775; CHO ldlA[mSR-BI] cells, DiI-HDL uptake fluorescence, 3 h; 100 = double the neutral-control signal; activation, % at 12.5 µM; 320,000 compounds, 0.096% hits;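 active means mean replicate activation of at least 60% and every replicate at or above 60%; inconclusive means mean or all-replicate condition met, but not both; inactive means mean below 60% and not all replicates reaching 60%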;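 further: 0% = median plate neutral-control signal and 100% = twice that signal; values of inactives mirror those of a sister screen read the other way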
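Assay system: LDL receptor-deficient CHO ldlA cells overexpressing murine SR-BI / Medium: BSA-supplemented, HEPES-buffered Ham's F12, pH 7.4 / Probe or stimulus: DiI-labelled HDL at 10 µg/mL final / Timing: compound with DiI-HDL co-incubation, 3 h at 37 °C / Technique: bottom-read cell fluorescence after medium removal, ex 550/em 595 nm / Measure: HDL uptake via cellular fluorescence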
PvdQ acylase – blocks Pseudomonas aeruginosa PvdQ acylase activity; purified PvdQ acylase, fluorescence plate reader; 340,000 compounds, 0.063% hits; AID 488965; inhibition, % at 10 µM; in the data active means inhibition above about 30%, passing the limit was not always enough; inconclusive means no clear call, values can overlap the other calls;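 further: 0% = vehicle neutral wells and 100% = reference inhibitor wells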
Rtt109 HAT inh – blocks Candida albicans Rtt109/Vps75 acetyltransferase activity; purified Rtt109/Vps75, ThioGlo CoA-SH fluorescence, 4 h; inhibition, % at 34.9 µM; 330,000 compounds, 0.16% hits; AID 540336;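 active means inhibition of at least 50% in every replicate; inconclusive means best replicate reaches 50% inhibition but some replicates fall short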
Target sequence (Q5AAJ8 whole entry, looked up): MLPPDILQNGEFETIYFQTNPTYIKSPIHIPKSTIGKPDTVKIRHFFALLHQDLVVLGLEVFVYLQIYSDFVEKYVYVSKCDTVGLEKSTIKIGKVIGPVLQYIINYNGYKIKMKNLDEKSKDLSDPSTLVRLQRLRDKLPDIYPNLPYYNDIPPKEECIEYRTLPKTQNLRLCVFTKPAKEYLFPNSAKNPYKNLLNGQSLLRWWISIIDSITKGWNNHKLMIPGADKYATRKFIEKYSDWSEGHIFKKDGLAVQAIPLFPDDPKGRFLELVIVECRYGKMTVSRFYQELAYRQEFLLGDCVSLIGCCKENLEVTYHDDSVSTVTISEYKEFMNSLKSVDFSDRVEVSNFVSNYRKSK
dFosB act – mouse delta FosB homodimer activation; purified delta FosB, TAMRA-CDK5 oligo fluorescence polarization; percent of positive-control signal above neutral wells; 340,000 compounds, 0.99% hits; activation, % at 25 µM; P13346;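 active means mean activation above about 17%, with every replicate also reaching it, limit read from the data, passing the limit was not always enough; inconclusive means only one of the two conditions met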;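 further: fluorescence polarization rise as delta FosB binds a TAMRA Cdk5 AP-1 oligo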
SR-BI DiI inh – inhibitors of mouse SR-BI mediated HDL lipid uptake; ldlA[mSR-BI] CHO cells, DiI-HDL uptake fluorescence, 3 h; inhibition, % at 12.5 µM; 320,000 compounds, 0.96% hits;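 active means mean replicate inhibition of at least 70% and a set share of replicates each scoring 70 or more; inconclusive means meets just one of the two criteria; inactive means fails both criteria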;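 further: 0% = median of neutral control wells and 100% = median of positive control wells; values of inactives mirror those of a sister screen read the other way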
Target sequence (Q61009 whole entry, looked up): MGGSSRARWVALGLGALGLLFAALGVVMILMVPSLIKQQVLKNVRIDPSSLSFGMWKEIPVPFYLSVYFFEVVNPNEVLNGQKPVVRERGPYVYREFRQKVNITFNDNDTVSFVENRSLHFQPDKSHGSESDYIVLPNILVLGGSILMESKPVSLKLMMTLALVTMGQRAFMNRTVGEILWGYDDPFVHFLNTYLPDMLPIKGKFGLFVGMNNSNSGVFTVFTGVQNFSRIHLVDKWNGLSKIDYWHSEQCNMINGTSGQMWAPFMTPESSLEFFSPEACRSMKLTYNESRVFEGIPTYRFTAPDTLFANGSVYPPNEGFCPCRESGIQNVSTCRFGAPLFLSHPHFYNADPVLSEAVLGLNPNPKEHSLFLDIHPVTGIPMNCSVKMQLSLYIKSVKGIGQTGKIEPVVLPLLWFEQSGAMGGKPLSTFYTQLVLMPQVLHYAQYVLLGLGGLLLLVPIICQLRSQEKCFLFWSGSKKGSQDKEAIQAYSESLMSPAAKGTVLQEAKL
NSD2 inh – inhibitors of human histone methyltransferase NSD2 | inhibition, % at 12.5 µM | 310,000 compounds, 0.54% hits | NSD2 peptide methylation, AlphaScreen, 120 min; in the data active means inhibition above about 50%
* marks the source's active call; other numbers are inactive results; ? = inconclusive; nt = no result given.

SMILES | CAL PDZ FP-1 | CAL PDZ FP-2 | PfHsp90 set2 | MITF act | SR-BI DiI-HDL act | PvdQ acylase | Rtt109 HAT inh | dFosB act | SR-BI DiI inh | NSD2 inh
CC(=O)Nc1ccc(NC(=O)C2CCC(CNS(=O)(=O)c3cccc4nsnc34)CC2)cc1 (stereo unspecified) | 0.0 | nt | 10 | -3 | -22 | -4 | -7 | ? | 22 | -1
CC(C)c1ccc(NC(=O)C2CCCN(S(=O)(=O)c3cnc[nH]3)C2)cc1 (stereo unspecified) | -0.6 | nt | -12 | 3 | 8 | -32 | -7 | 0 | -8 | nt
Cc1ccc(S(=O)(=O)N/N=C/c2c(C)nn(-c3ccccc3)c2C)cc1 | -0.8 | nt | 3 | -11 | -1 | 5 | 18 | -5 | 1 | 0
O/N=C/c1ccc(OCc2ccccc2)c(Cl)c1 | 1.1 | -6 | 13 | 77 | -1 | -18 | -2 | -4 | 1 | -3
CCOC(=O)Cn1cc(C=O)c2ccccc21 | -0.7 | -1 | -21 | nt | 10 | -1 | 13 | 5 | -10 | 2
CC(C)(C)N(Cc1ccccc1)C(=O)c1ccncc1 | -2.7 | nt | 7 | nt | -9 | -15 | -10 | 4 | 9 | -1
COc1cccc(NC(=O)CN(C)C(=O)CSc2nc(C)cc(C)n2)c1 | -0.1 | -2 | -2 | -1 | 21 | -2 | -4 | -1 | -21 | -1
CCc1ccc(CNC(=O)CCn2nc(C)c3c(C)n(-c4ccccc4)nc3c2=O)cc1 | -0.7 | 2 | 10 | 6 | -8 | 0 | 7 | 73* | 8 | -4
NC(=O)C1(N2CCCCC2)CCN(C(=S)Nc2ccccc2)CC1 | -0.4 | -2 | -5 | -8 | 9 | -7 | 0 | 1 | -9 | -3
C#CCOCCOCCOCCNc1nc(N2CCN(C(=O)CCCCCCCCCCNC(=O)Cn3cc(C[C@@H](C)O)nn3)CC2)nc(N2CCN(C(=O)CCCCCCCCCCNC(=O)[C@H](CCCCN)n3cc(C[C@@H](C)CC)nn3)CC2)n1 | -0.9 | -4 | 9 | -82 | -24 | -23 | 44 | -6 | 24 | nt
COC(=O)c1[nH]c2cccc(Cl)c2c1NC(=O)CN(C)C1CCCCC1 | -2.4 | 2 | 3 | -9 | nt | -10 | 1 | -16 | nt | 1
CC1CCCCN1C(=O)CSc1nnc(-c2c[nH]c3ccccc23)o1 (stereo unspecified) | -5.5 | 0 | -7 | 46 | -5 | -8 | 6 | -7 | 5 | -1
O=C(NN=C1CCCC1)c1ccccc1[N+](=O)[O-] | -1.4 | 0 | -32 | nt | 29 | -14 | -2 | 0 | -29 | -5
CCCCOC(=O)c1ccc(NC(=O)COC(=O)CSc2nc(C)cc(C)n2)cc1 | -3.1 | -3 | -13 | 11 | 15 | -10 | 6 | -6 | -15 | -2
Cc1cccc(NC(=O)/C(C#N)=C\c2ccc(C(=O)O)cc2)c1 | -2.3 | -3 | 1 | 14 | 14 | -13 | 9 | 3 | -14 | 2
COc1ccccc1C1c2[nH]c3ccccc3c2C[C@H]2C(=O)N(C3CCN(Cc4ccccc4)CC3)CC(=O)N12 (stereo partly specified) | -0.7 | -5 | -6 | -21 | -14 | -12 | -2 | 38* | 14 | 3
CCn1cc(C2=NCC(C)O2)c2ccccc21 (stereo unspecified) | -0.6 | nt | nt | -16 | 10 | -16 | -4 | 0 | -10 | 10
COc1ccc(C(=O)N2CCCN(C)CC2)c(OC)c1 | -1.0 | nt | -9 | nt | 0 | -11 | 2 | 4 | 0 | 3
CCCc1c(C)[nH]c2nc3ccccc3n2c1=O | -1.6 | -3 | 0 | 17 | 3 | 3 | 1 | 4 | -3 | -2
Cc1oc(-c2ccccc2Cl)nc1CN1CCCCC1c1cccnc1 (stereo unspecified) | -0.8 | 0 | -8 | -4 | 3 | -8 | 8 | -6 | -3 | -4
Cc1c(Cl)c([N+](=O)[O-])nn1CCCC(=O)Nc1sc2c(c1C(N)=O)CCC(C)C2 (stereo unspecified) | -0.3 | nt | -90 | -1 | 0 | 4 | -4 | -5 | 0 | -1
COc1ccc(-n2c(=O)[nH]c3cc(C(=O)NCCc4ccc(Cl)cc4)ccc3c2=O)cc1OC | -2.1 | -2 | -4 | -13 | nt | 7 | 7 | 8 | nt | -2
O=C(C=Cc1ccccn1)c1ccccc1 | 0.0 | -4 | 34 | -69 | -10 | -14 | -3 | -7 | 10 | -1
CCOC(=O)CN(C(=O)CNC(=O)c1cccs1)C(C(=O)NC1CCCC1)c1cccnc1 (stereo unspecified) | 1.1 | -2 | -6 | 1 | 20 | -16 | -5 | -4 | -20 | -1
O=C1C2C3c4ccccc4C(c4ccccc43)C2C(=O)N1c1cccnc1 (stereo unspecified) | -0.8 | -6 | 17 | -8 | -13 | -9 | -2 | 0 | 13 | 6

Next part.
SMILES | CAL PDZ FP-1 | CAL PDZ FP-2 | PfHsp90 set2 | MITF act | SR-BI DiI-HDL act | PvdQ acylase | Rtt109 HAT inh | dFosB act | SR-BI DiI inh | NSD2 inh
O=C(Nc1ccn(Cc2ccc(Cl)cc2)n1)c1ccc2c(c1)OCO2 | -0.6 | -7 | -12 | 10 | -7 | -6 | -9 | 3 | 7 | -3
CCC(C)NS(=O)(=O)c1ccc(NS(C)(=O)=O)cc1 (stereo unspecified) | 0.7 | -3 | -12 | 3 | 18 | 7 | 15 | -5 | -18 | 2
Cc1ccc(C2C(C(=O)O)c3ccccc3C(=O)N2C)o1 (stereo unspecified) | -1.4 | -4 | nt | 1 | 16 | -6 | -3 | -2 | -16 | 2
O=C(NCCSc1ccc(Br)cc1)c1ccccc1 | nt | 5 | 3 | 17 | 15 | -17 | 7 | 5 | -15 | -2
O=S(=O)(c1ccc2ccccc2c1)N(CC(O)COCc1ccco1)c1ccccc1 (stereo unspecified) | -0.5 | 0 | 23 | -8 | -24 | -8 | -1 | -18 | 24 | 3
COC(=O)/C=C1\S/C(=N/NC(=O)c2ccccc2)NC1=O | -2.2 | 0 | -8 | 7 | -6 | -8 | 5 | 0 | 6 | nt
CC(=O)c1ccc(OC(C)C(=O)NC2CCCCC2C)cc1 (stereo unspecified) | 1.5 | -1 | nt | 1 | 13 | -2 | -1 | 1 | -13 | -4
CN(NC(=O)CN1C(=O)c2ccccc2C1=O)C1=NS(=O)(=O)c2ccccc21 | -2.0 | -1 | 2 | 2 | 15 | 2 | nt | -2 | -15 | -1
C=CCOC(=O)C1=C[C@@H](c2ccccc2)[C@H](CCCO)[C@@H](OCC)O1 | -0.3 | -1 | -9 | -3 | -1 | -3 | 0 | 0 | 1 | nt
O=C(CC1C(=O)NCCN1Cc1ccc(-c2ccccc2)cc1)NCCOc1cccnc1 (stereo unspecified) | -2.9 | -1 | -1 | 4 | 8 | -8 | 2 | -8 | -8 | -1
CC(=O)Nc1ccc(S(=O)(=O)N2CCN=C2SCc2cccnc2)cc1 | -3.0 | -2 | -16 | 4 | 21 | -14 | 1 | 0 | -21 | nt
S=c1[nH]nc(-c2ccco2)n1/N=C/c1ccc(Br)s1 | -2.0 | 1 | nt | nt | 29 | 1 | nt | 9 | -29 | 9
COc1ccc(C2/C=C\CN(C(=O)C3CCCC3)CC(=O)N2Cc2ccc(F)cc2)cc1 (stereo unspecified) | 1.2 | -7 | -18 | 1 | 15 | 9 | 9 | 0 | -15 | nt
O=C(Cc1ccccc1)Nc1ccccc1C(=O)Nc1ccc(C(=O)O)cc1 | 0.1 | -2 | -4 | 1 | 17 | -9 | 3 | 0 | -17 | 4
COc1ccc(NC(=O)N2CCCC2C(=O)Nc2ccc(C)cc2C)cc1 (stereo unspecified) | -1.5 | -4 | -123 | -18 | 17 | -10 | -9 | 1 | -17 | 4
O=C(N[C@H]1C/C=C\C[C@H](CC(=O)N(CCO)Cc2ccccc2)C(=O)NC[C@H](c2ccccc2)OC1=O)OCC1c2ccccc2-c2ccccc21 | -2.3 | -2 | -3 | -16 | -19 | -17 | 3 | -10 | 19 | nt
CC(C)(C)Cc1nnc(NC(=O)c2ccc([N+](=O)[O-])cc2)s1 | -0.2 | 3 | 2 | 39 | 2 | 4 | -2 | -2 | -2 | -3
COc1ccc(-c2nnn(CC(=O)NCCc3ccc(OC)c(OC)c3)n2)cc1 | -1.4 | nt | 20 | -7 | -35 | -12 | 4 | -7 | 35 | 0
COC(CNC(=O)c1ccc2nc3ccccc3c(=O)n2c1)OC | -3.6 | 0 | 17 | -3 | -3 | -11 | 6 | -14 | 3 | -2
CN(CC(=O)Nc1ccc(Cl)c(S(=O)(=O)N2CCOCC2)c1)C(=O)c1cccs1 | -2.3 | -1 | -3 | -1 | 12 | -4 | 17 | 0 | -12 | -1
Cc1ccc(C(=O)COC(=O)c2cc(Cl)nc3ccccc23)cc1C | -1.4 | -1 | -16 | 7 | 5 | 0 | -12 | -5 | -5 | -3
Cc1ccc(-c2nc3cc(C)ccc3o2)cc1 | 0.6 | -5 | -21 | -42 | 6 | -12 | -2 | -6 | -6 | 1
CCOC(=O)N1C(=O)NC(=O)C1c1ccccc1 (stereo unspecified) | -0.7 | -5 | -29 | -9 | -9 | -7 | 5 | 1 | 9 | 0
O=S(=O)(NCc1ccncc1)c1ccc(Br)s1 | -1.1 | -2 | nt | -18 | 32 | -5 | 9 | 4 | -32 | nt
Oc1ccc(Cc2ncc(C(F)(F)F)cc2Cl)cc1 | 0.8 | 4 | -15 | 13 | 0 | 0 | -4 | -1 | 0 | nt
COC(=O)C[C@H]1c2cc(F)ccc2S(=O)(=O)N1c1ccc(N(C)C)cc1 | 0.7 | 1 | nt | 37 | 5 | 9 | -12 | 2 | -5 | nt
COC(=O)CC1(CC(N)=O)SCCS1 | 0.8 | -2 | 2 | -34 | 10 | 8 | 0 | 2 | -10 | -2
Cc1ccc(C)c(NC(=O)CCC(=O)NNC(=O)COc2cc(C)ccc2C)c1 | -1.5 | 3 | -4 | -1 | -19 | -13 | 0 | 36* | 19 | -1
COc1cccc(-c2c(-c3cc(OC)cc(OC)c3)n(C)c3ccc(Br)cc23)c1 | 0.1 | -4 | -18 | -4 | -33 | -17 | 1 | -28 | 33 | nt
COC(=O)c1ccccc1NC(=O)C12CC3CC(C1)CC(n1cnc(Cl)n1)(C3)C2 | -1.7 | 9 | 8 | -3 | -9 | -5 | 20 | -6 | 9 | 2
